# LGR2 antag – blocks bursicon-induced cAMP signaling via Drosophila LGR2. actives 0.35% (n = 380,000). HEK293 LGR2, CRE-luciferase, bursicon-stimulated, 4 h. inhibition, % at 9.99 µM. AID 720647;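 active = drop in luminescence signal, shown as inhibition above about 50% in the replicate tests, limit read from the data, passing the limit was not always enough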;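 also: agonist challenge used bursicon conditioned medium at about half maximal strength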
# ARNT-TACC3 inh – ARNT/TACC3 interaction disruption; AlphaScreen His-ARNT PAS-B/GST-TACC3 binding, luminescence; TACC3 fragment carries E629A point mutation; Q9Y6A5; actives 0.66% (n = 390,000); inhibition, % at 9.99 µM;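 active = mean inhibition of replicates at least 50% and at least half of replicates each reaching 50%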;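 also: 0% = complete ARNT plus TACC3 wells and 100% = ARNT alone without TACC3; many hits fall short of the cut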
# * marks the source's active call; other numbers are inactive results; & = joins results of further samples. Not all compounds are listed (hit frequency here may not be typical).
SMILES,LGR2 antag,ARNT-TACC3 inh
CS(=O)(=O)N1CCCC(C(=O)NCCN2CCC(Cc3ccccc3)CC2)C1 (stereo unspecified),24,2
Cc1cc(CCN2CCC(=O)NC2=S)ccc1OC(C)C,15,-15
O=C1NC(=O)C(CC(=O)N(Cc2cccs2)C2(C(=O)NC3CCCC3)CCCCC2)N1 (stereo unspecified),4,-37
CC1(C)Cc2c(sc3c2c(=N)n(Cc2ccco2)c(=O)n3CC(=O)Nc2cccc(Cl)c2)CO1,-2,-3
CC1=CC(=C2C(=O)c3ccccc3C2=O)C=C(C)N1C,-12,3
O=C(NCc1cccnc1)/C(=C\c1ccc(-c2cccc(Cl)c2)o1)S(=O)(=O)c1ccccc1,87*,-5
COc1ccnc(N2CCN(c3cccc(C(F)(F)F)c3)CC2)c1C#N,13,-9
Cc1ccc(-c2noc(CCC(=O)Nc3ccccc3N3CCN(C)CC3)n2)cc1,13,3
CCc1nccn1S(=O)(=O)c1ccc(Br)cc1Br,11,-1
CC(C)(C)c1ccc(OCC(=O)N2CCN(C=O)CC2)cc1,21,-3
Cc1cc[n+]2c3c(cccc13)CCC2,-4,7
COc1ccc(S(=O)(=O)N(CCc2ccccc2)CC(=O)O)cc1OC,11,-8
C#CCN1CC(C)/C(=N/O)CC1C (stereo unspecified),-9,22
CC1CCCCN1S(=O)(=O)c1ccc(S(=O)(=O)N2CCN(c3ccc(F)cc3)CC2)cc1 (stereo unspecified),-25,-8
CCOc1ccc(NC(=O)CN2CCN(CC(=O)Nc3ccc(F)c(F)c3)CC2)cc1,-3,0
CC1CC(C)CN(S(=O)(=O)c2ccccc2[N+](=O)[O-])C1 (stereo unspecified),5,2
Clc1c(CSc2nc3ccccc3o2)nc2ccccn12,14,0
CCOC(=O)C1CCCCN1Cc1cc(Cl)ccc1O (stereo unspecified),2,-12
O=C(NCC1CCCO1)c1ccc(COc2ccc(Br)cc2)cc1 (stereo unspecified),16,-4
CCOc1ccc2nc(SCc3ccccc3C#N)sc2c1,-99,-4
Cn1c(CNc2ccc(Cl)cc2)nc2ccccc21,-81,-4
CCC1(C)Cc2ccccc2/C(=C/C(=O)N2CCCCC2)N1 (stereo unspecified),-9,3
CCOC(=O)CSc1nc(-c2ccncc2)ccc1C#N,-78,-1
O=C(COc1ccc(Cl)cc1)NCc1nnc(SCC(=O)NC2CCCC2)o1,-6,-3
CCn1c(CCNC(=O)c2ccccc2Cl)n[nH]c1=S,3,-13
Cc1cc(C)nc(N2CCC(C(=O)NC3CCCc4ccccc43)CC2)n1 (stereo unspecified),12,2
CCOC(=O)N1CCC(NC(=O)Cc2cn(C)c3ccccc23)CC1,6,-20
CCc1ccc(NC(=O)CS(=O)CC(=O)Nc2ccc(F)cc2F)cc1 (stereo unspecified),0,-15
COc1ccc(-n2c(Cc3cccn3C)nnc2SCC(=O)Nc2cccc(NC(C)=O)c2)cc1,1,14
Cc1ccc2cc(COC(=O)c3ccco3)c(=O)[nH]c2c1,7,4
Cc1ccc(S(=O)(=O)c2c(C)nn(C(C)(C)C)c2OC(=O)c2ccco2)cc1,8,0
Cc1cccc(OC(=O)c2sc(Cl)nc2C)c1,-6,-2
CCOC(=O)c1[nH]c(C)c(C(=O)c2cc(F)ccc2F)c1C,-33,-5
COC(=O)Cn1cnc2ccccc2c1=O,6,-2
CN(C(=O)c1cc2sccc2n1C)C1CCCCC1,-43,13
O=c1c(CN2CCN(Cc3ccccc3)CC2)coc2ccc(Cl)cc12,-11,-21
COc1ccccc1C(=O)Nc1ccc(N2CCCCC2)cc1,-34,17
CCc1ccc2[nH]c(=O)c(C(c3nnnn3CC3CCCO3)N3CCN4CCCC4C3)cc2c1 (stereo unspecified),8,4
Cn1c(=O)c2c(nc(N3CCN(c4ccccn4)CC3)n2Cc2ccccc2Cl)n(C)c1=O,15,21
COC(=O)c1ccccc1NC(=O)CN(C)S(=O)(=O)c1ccc(OC)c(C)c1,4,30
CCOC(=O)Nc1ccc2c(c1)nc(CN1CCN(C(C)=O)CC1)n2C,-10,1
Cc1noc(C)c1CSCC(=O)OCc1nc2ccccc2c(=O)n1CC#N,1,2
O=C(NCCN1CCOCC1)C1CCC(=O)N1Cc1ccc(F)cc1 (stereo unspecified),31,-2
O=c1c2ccccc2n2nnnc2n1-c1ccccc1,5,-7
O=C1CCCc2nc(NCc3ccco3)ncc21,16,17
Cc1nc(N)sc1Cc1ccc2c(c1)OCO2,5,5
COc1cc(NC(=O)C2CCCCN2)ccc1OCC(C)C (stereo unspecified),-14,14
COc1ccc(CN2CCCCC2C(=O)Nc2ccc(OC)c(OCC(C)C)c2)cc1OC (stereo unspecified),-22,-29&-7

# Copied from the list.
# Under LGR2 antag, `CCOC(=O)Nc1ccc2c(c1)nc(CN1CCN(C(C)=O)CC1)n2C` has -10
# Under ARNT-TACC3 inh, `O=c1c2ccccc2n2nnnc2n1-c1ccccc1` has -7
# Under ARNT-TACC3 inh, `COc1cc(NC(=O)C2CCCCN2)ccc1OCC(C)C` (stereo unspecified) has 14
# Under ARNT-TACC3 inh, `COc1ccccc1C(=O)Nc1ccc(N2CCCCC2)cc1` has 17
# Under LGR2 antag, `Cn1c(=O)c2c(nc(N3CCN(c4ccccn4)CC3)n2Cc2ccccc2Cl)n(C)c1=O` has 15
# Under ARNT-TACC3 inh, `COC(=O)c1ccccc1NC(=O)CN(C)S(=O)(=O)c1ccc(OC)c(C)c1` has 30

# Following part.
SMILES,LGR2 antag,ARNT-TACC3 inh
CCn1cc(C(=O)OCC(=O)c2cc(C)n(-c3ccccc3F)c2C)c(=O)c2ccc(C)nc21,-1,-2
O=c1[nH]c(CN2CCN(c3ccc(F)cc3)CC2)nc2ccccc12,-6,3
COc1ccc(-c2noc(CCC(=O)Nc3ccc(C)c(C)c3)n2)cc1,-5,-2
Cc1sc2nc(C3CCCCC3)nc(SCC(=O)N3CC(=O)Nc4ccccc43)c2c1C,19,5
Cc1ccc(C(=O)Cn2cnc3ccccc3c2=O)cc1C,-37,15
CCCCOC(=O)Nc1cc(Cl)ccc1C,-4,1
COc1ccc(-c2ccc3c(N)c(C(=O)c4ccc(OC)c(OC)c4)sc3n2)cc1,-22,-4
CC1CN(c2oc(-c3ccccc3Cl)nc2C#N)CC(C)O1 (stereo unspecified),-4,1
COc1ccc2nc(Nc3nc(C)c(CCC(C)C)c(=O)[nH]3)nc(C)c2c1,34,21
O=C(COC(=O)c1cc([N+](=O)[O-])ccc1NCc1ccccc1Cl)NCC(F)(F)F,4,-6
CCOC(=O)C1=C2N(C)c3ccccc3N2CCC1=O,8,0
N=c1oc2ccccc2cc1C(=O)N/N=C/c1ccccc1,-32,6
CCn1c(SCC(N)=O)nnc1-c1ccc(OC)c(OC)c1,-2,-4
O=C(NCc1ccc2c(c1)OCO2)C1CC(=O)N(C2CCCC2)C1 (stereo unspecified),1,-17
Cc1ccc(SCc2nc(-c3ccncc3)no2)cc1,-16,-5
Nc1nc2c(F)cccc2s1,2,-2
CCOC(=O)c1ccc2nc(C(F)(F)F)[nH]c(=O)c2c1,8,-6
Cc1nc2nc(C)c(CCC(=O)NCCC3=CCCCC3)c(C)n2n1,5,-3
Cc1oc(C(=O)O)cc1CSCc1cc(C(=O)O)c(C)o1,-6,-5
C=CCNc1cnn(CC(C)=O)c(=O)c1Br,11,-4
COc1ccccc1NC(=O)CNC(=O)c1ccc(F)cc1,-8,0
CSCc1cc(N2CCOCC2)nc(SCc2ccc(Cl)cc2Cl)n1,4,4
Cc1nn(-c2ccccc2)c(N2CCCC2)c1/C=N/NC(=S)Nc1cc(C(F)(F)F)ccc1Cl,-12,0
CCOC(=O)c1c(NC(=O)COC(=O)CNC(=O)c2ccco2)sc(C)c1C,0,5
COc1ccc(N(CC(=O)O)S(=O)(=O)c2c(C)n[nH]c2C)cc1,12,-5
O=C(CSCc1cccc(Cl)c1)N/N=C/c1ccc(OCC(=O)N2CCCCC2)cc1,-9,7
Cc1cc(C)c(S(=O)(=O)N2CCC(C(N)=O)CC2)cc1C,5,-5
C=CC[n+]1c(-c2ccc(C)cc2)csc1NNC(=O)Nc1ccccc1,6,1
NS(=O)(=O)c1cccc(NC(=S)NC(=O)C23CC4CC(CC(C4)C2)C3)c1,-22,9
Cc1cccc(Cn2cnc3c(nnn3Cc3ccccc3F)c2=O)c1,-12,2
COc1cc(C(=O)CSc2nnc(-c3ccc(O)cc3)n2CC2CCCO2)ccc1NC(C)=O (stereo unspecified),-10,-4
CCc1ccc(N2C(=O)C3ON(c4ccccc4)C(c4ccco4)C3C2=O)cc1 (stereo unspecified),4,9
O=C1c2ccccc2C(=O)N1CC#CCN1CCN(C2CCCCC2)CC1,-7,10
Cc1ccc(-n2nnnc2SCC(=O)Nc2ccc3c(c2)COC3=O)cc1C,-5,-3
O=C(Cn1c(-c2cscn2)nc2ccccc21)Nc1cc(F)ccc1F,-15,2
COc1nc(N)nc(NC23CC4CC(CC(C4)C2)C3)n1,-28,27

# Part of the list above, bar-delimited.
Compound | LGR2 antag | ARNT-TACC3 inh
C=CC[n+]1c(-c2ccc(C)cc2)csc1NNC(=O)Nc1ccccc1 | 6 | 1
O=C(Cn1c(-c2cscn2)nc2ccccc21)Nc1cc(F)ccc1F | -15 | 2
Cc1ccc(-n2nnnc2SCC(=O)Nc2ccc3c(c2)COC3=O)cc1C | -5 | -3
O=C1c2ccccc2C(=O)N1CC#CCN1CCN(C2CCCCC2)CC1 | -7 | 10
COc1ccc(N(CC(=O)O)S(=O)(=O)c2c(C)n[nH]c2C)cc1 | 12 | -5

# Going on with the list:
SMILES,LGR2 antag,ARNT-TACC3 inh
Cc1ccc(OCC(=O)N2CCN(C(=O)c3cccs3)CC2)cc1,2,2
Cc1cccc(N2C(=O)CS/C2=N\NC(=O)c2ccc(Br)cc2)c1C,5,-13
N#CC(/C(=N/S(=O)(=O)c1cccs1)c1ccccc1)c1nc2ccccc2[nH]1 (stereo unspecified),-7,-2
CCCn1c(NC(=O)c2ccc(Br)cc2)nc2ccccc21,-7,0
CCC(=O)Nc1nc(=S)ss1,0,-3
CCOC(=O)c1cnc2ccc(OCC)cc2c1N1CCN(C)CC1,-11,-5
Cc1onc(-c2c(F)cccc2Cl)c1C(=O)Nc1nc2ccccc2[nH]1,5,-23
O=C(NC(c1ccccc1)c1c(O)ccc2ccccc12)c1ccccc1Cl (stereo unspecified),-8,-11
COc1ccc(CN2CN(c3ccc(Cl)cc3)C(=O)N(n3cnnc3)C2)cc1,-5,-14
Cc1cc(=O)oc(C)c1C(=O)OCC(=O)c1ccc(Cl)cc1,-24,4
CC(C)NC(=O)CSc1nc2ccccc2n1-c1ccccc1,18,2
O=S(=O)(c1ccc(F)cc1)c1nc(-c2ccccc2F)oc1N1CCCCC1,0,14

# Reformatted: results already given
O=C(NC(c1ccccc1)c1c(O)ccc2ccccc12)c1ccccc1Cl (stereo unspecified)
  LGR2 antag: -8; ARNT-TACC3 inh: -11
COc1ccc(CN2CN(c3ccc(Cl)cc3)C(=O)N(n3cnnc3)C2)cc1
  LGR2 antag: -5; ARNT-TACC3 inh: -14
Cc1cc(=O)oc(C)c1C(=O)OCC(=O)c1ccc(Cl)cc1
  LGR2 antag: -24; ARNT-TACC3 inh: 4

# (list continues)
SMILES,LGR2 antag,ARNT-TACC3 inh
O=C1CCCCC1C(Nc1ccc(Cl)cc1)c1ccccc1 (stereo unspecified),-4,-8
CC(C)CNc1nc(Oc2ccc(=O)n(-c3ccccc3)n2)nc(N2CCOCC2)n1,-20,-4
CNc1nc(SCc2ccc(C)cc2)nc2c1CCCC2,-17,-7
Cc1nc2ccc(NC(=O)c3cc(S(=O)(=O)N(C)c4ccccc4)ccc3Cl)cc2s1,-3,8
Cc1ccc(NC(=O)C2CCCN(c3ncccn3)C2)cc1F (stereo unspecified),-53,8
CCN1CCN(S(=O)(=O)c2ccc(Br)s2)CC1,-8,-7

# Bioassay records: PubChem, Broad Institute
